Screening data (PubChem BioAssay)
ASAP1 inh: inhibitors of human ASAP1 ArfGAP activity, primary screen, biochemical, fluorescence polarization. Arf-GAP with SH3 domain, ANK repeat and PH domain-containing protein 1 (Homo sapiens), …. ASAP1-stimulated ARF1 GTP hydrolysis, GDP FP detection. inhibition, % at 16.5 µM. actives 0.19% (n = 360,000). AID 624377, 2012; in the data active = inhibition above about 25%;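 also: 0% = vehicle with enzyme and substrate and 100% = no enzyme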
Target sequence (Q9ULH1 325-724 limits assumed): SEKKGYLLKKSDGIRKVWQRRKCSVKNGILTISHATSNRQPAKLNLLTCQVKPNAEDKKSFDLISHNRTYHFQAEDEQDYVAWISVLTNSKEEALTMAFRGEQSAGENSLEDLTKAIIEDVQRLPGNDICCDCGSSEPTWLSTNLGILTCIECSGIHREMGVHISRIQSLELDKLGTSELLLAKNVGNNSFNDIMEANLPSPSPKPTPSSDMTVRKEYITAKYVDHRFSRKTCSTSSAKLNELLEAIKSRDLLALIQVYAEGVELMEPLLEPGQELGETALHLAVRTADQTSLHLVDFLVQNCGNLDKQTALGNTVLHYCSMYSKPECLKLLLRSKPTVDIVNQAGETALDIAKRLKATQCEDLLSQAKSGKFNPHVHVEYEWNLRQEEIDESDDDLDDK
TDP2 inh: human TDP2 enzyme inhibitors, primary screen, biochemical, epi absorbance, recombinant enzyme. actives 0.34% (n = 370,000). T5PNP hydrolysis, p-nitrophenol absorbance 415 nm. inhibition, % at 12.8 µM;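 active = inhibition above the mean of all tested compounds plus 3 SD, set per campaign, cut at about 25% in these data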;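 also: 0% = DMSO with enzyme and 100% = buffer with substrate but no TDP2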
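System – recombinant human TDP2 · Amount – 120 nM TDP2 per well · Buffer or medium – Mg2+-containing Tris-HCl buffer, pH 7.5 · Reagent – T5PNP substrate, 5 mM · Dosing – 12.8 µM single point, 1% DMSO · Incubation – 2 h at 37 °C · Measured by – epi absorbance · Read-out basis – percent inhibition · Benchmarks – high control without enzyme, low control DMSO plus TDP2 · Repeats – singlicate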
DDE Tn6 FP inh: inhibitors of Tn6 peptide binding to fibrin DD(E), primary screen, biochemical, fluorescence polarization, human fibrin, Tn6 probe; actives 0.21% (n = 370,000); Fibrin DD(E) TRITC-Tn6 fluorescence polarization displacement; Fibrinogen beta chain (Homo sapiens), P02675; inhibition, % at 8.3 µM;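 active = inhibition above a per-campaign cutoff: mean of compounds within control limits plus 3 SD, cut at about 15% in these data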;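 also: 0% = median of all compound wells on the plate and 100% = blocking peptide control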
ADAM17 inh: ADAM17 inhibitors, primary screen, biochemical, QFRET; inhibition, % at 6.95 µM; AID 720648, 2013; Disintegrin and metalloproteinase domain-containing protein 17 (Homo sapiens), P78536; recombinant ADAM17, EDANS/DABCYL FRET peptide cleavage; actives 0.83% (n = 370,000);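 active = inhibition above the mean of compounds lying between control limits plus 3 SD, set per campaign, cut at about 8.5% in these data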;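 also: 0% = DMSO-only wells as the low control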
SIAE primary: human SIAE inhibitors, primary screen, biochemical, fluorescence polarization, FP-Rh probe, 1536-well HTS. inhibition, % at 9.66 µM. actives 0.69% (n = 370,000). SIAE FP-Rh probe binding. AID 1053197, 2014. Sialate O-acetylesterase (Homo sapiens), Q9HAT2;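 active = inhibition above a cutoff: mean of compounds within the control limits plus 3 SD of those, cut at about 17% in these data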;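 also: 0% = plate median of compound wells and 100% = probe without SIAE protein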
PLCb3 inh: human PLC-beta3 inhibitors, primary screen, biochemical, fluorescence | 1-phosphatidylinositol 4,5-bisphosphate phosphodiesterase beta-3 (Homo sapiens), Q01970 | Purified PLC-beta3, fluorogenic substrate | inhibition, % at 12.2 µM | actives 0.18% (n = 370,000); in the data active = inhibition above about 11%;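 also: 0% = median of compound wells on plate and 100% = full blocker control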
DDE Tn7 FP inh: inhibitors of Tn7 peptide binding to fibrin DD(E), primary screen, biochemical, fluorescence polarization, human fibrin, Tn7 probe | Fibrinogen beta chain (Homo sapiens), P02675 | FP displacement of FITC-Tn7 peptide from fibrin DD(E); 0% = median of compound wells per plate | inhibition, % at 8.3 µM | actives 0.13% (n = 370,000);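 active = inhibition above the mean of compounds falling within the control limits plus 3 SD of them, cut at about 14% in these data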;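 also: 0% = plate median of compound wells and 100% = 10 µM Aha-Tn7 peptide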
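System: human fibrin DD(E); quantity: Fibrin-DD(E) at 2 µM final; also added: fluorescent Tn7 probe at 0.1 µM; compound dosing: single nominal test concentration of 8.3 µM per compound; schedule: 10 min preincubation, 3 h with tracer, room temperature; detection: fluorescence polarization of the labelled Tn7 tracer; repeats: one replicate per compound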
ADAM10 inh: human ADAM10 inhibitors, primary screen, biochemical, QFRET, HTS | actives 0.62% (n = 370,000) | AID 720582, 2013 | Disintegrin and metalloproteinase domain-containing protein 10 (Homo sapiens), O14672 | recombinant ADAM10, EDANS/DABCYL FRET peptide cleavage, 3 h | inhibition, % at 7 µM;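 active = inhibition above a per-campaign cutoff equal to the mean of compounds falling between control-based bounds plus 3 SD, cut at about 20% in these data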;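 also: 0% = DMSO wells while the 100% control is not disclosed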
Target sequence (O14672 214-748 limits assumed): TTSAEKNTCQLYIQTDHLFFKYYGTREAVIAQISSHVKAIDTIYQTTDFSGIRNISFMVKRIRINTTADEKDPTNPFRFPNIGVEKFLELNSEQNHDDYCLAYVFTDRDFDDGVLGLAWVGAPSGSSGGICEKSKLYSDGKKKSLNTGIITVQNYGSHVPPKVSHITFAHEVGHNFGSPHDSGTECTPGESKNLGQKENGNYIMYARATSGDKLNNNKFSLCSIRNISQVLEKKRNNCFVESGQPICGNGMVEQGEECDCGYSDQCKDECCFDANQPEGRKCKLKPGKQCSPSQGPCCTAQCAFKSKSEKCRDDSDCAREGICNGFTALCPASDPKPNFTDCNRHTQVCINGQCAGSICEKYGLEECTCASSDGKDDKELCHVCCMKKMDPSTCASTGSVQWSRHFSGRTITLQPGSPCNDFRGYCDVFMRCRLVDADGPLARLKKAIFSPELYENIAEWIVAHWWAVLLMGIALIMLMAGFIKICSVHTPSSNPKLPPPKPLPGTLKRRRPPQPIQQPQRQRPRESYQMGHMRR
PLC-gamma1 inh: PLC-gamma1 enzyme inhibitors, primary screen, biochemical, fluorescence, purified enzyme; inhibition, % at 12.2 µM; AID 720700, 2013; 1-phosphatidylinositol 4,5-bisphosphate phosphodiesterase gamma-1 (Homo sapiens), P19174; fluorogenic substrate; actives 0.84% (n = 370,000); in the data active = inhibition above about 9.5%
ARFGAP1 inhibitor: inhibitors of rat ARFGAP1 GAP activity, primary screen, biochemical, fluorescence polarization, GDP tracer | actives 0.26% (n = 360,000) | inhibition, % at 16.5 µM | ADP-ribosylation factor GTPase-activating protein 1 (Rattus norvegicus), Q62848 | AID 651572, 2012 | Arfgap1-stimulated ARF1 GTP hydrolysis, GDP FP detection;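 active = inhibition above a per-plate limit, mean inhibition of low control wells plus 3 SD, cut at about 25% in these data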;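 also: 0% = DMSO wells with enzyme and 100% = wells lacking Arfgap1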
Target sequence (Q62848 1-136 limits assumed): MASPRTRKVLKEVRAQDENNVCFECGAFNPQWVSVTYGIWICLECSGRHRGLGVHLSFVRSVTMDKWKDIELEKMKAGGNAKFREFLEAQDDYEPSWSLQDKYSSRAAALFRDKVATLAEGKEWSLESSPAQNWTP
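Repeats: one replicate per compound; assay system: rat Arfgap1 catalytic domain, aa 1-136; times: enzyme reaction 120 min at 25 °C after 20 min preincubation; detection: FP of antibody-bound GDP Alexa 633 tracer, ex 620/em 688 nm; benchmarks: high control wells lacking Arfgap1, low control full reaction with DMSO; reagent: human ARF1(Δ1-17)-GTP substrate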
* hit, by the source's call; i = inactive; nt = no result given.

ARFGAP1 inhibitor	DDE Tn7 FP inh	ASAP1 inh	SIAE primary	TDP2 inh	DDE Tn6 FP inh	PLCb3 inh	ADAM17 inh	PLC-gamma1 inh	ADAM10 inh	SMILES
3	7	-12	-5	-5	0	3	-2	3	-19	CCC(C)[C@H](NC(=O)[C@H](Cc1ccccc1)n1c(=O)[nH]c2ccccc2c1=O)C(=O)N1CCC(C(=O)O)CC1 (some centres not stated)
-9	-5	-1	1	-9	-6	2	1	-2	-3	COc1ccc(NC(=O)Nc2ccc3c(c2)C(=O)N([C@@H](C)CO)C[C@@H](C)[C@@H](CN(C)CC2CCCCC2)O3)cc1
7	-2	0	-4	1	-9	1	-5	1	3	Cn1cccc1C(=O)C(=O)Nc1cccc(Cl)c1Cl
-21	4	1	-3	11	3	0	-2	-2	-1	Cc1ccc(C(=O)NC(Cc2cccc(C(F)(F)F)c2)C(=O)O)cc1 (configuration not stated)
15	1	2	4	-6	-9	-6	0	2	-20	COc1ccccc1C(=O)NCCC(=O)N1CCN(S(=O)(=O)c2ccccc2C(F)(F)F)CC1
1	2	-4	2	-8	5	0	-5	-2	-12	O=C(C[n+]1ccccc1)NNc1ccccc1
-4	5	0	0	-4	1	-2	-3	3	-10	CC(O)(c1cccc(F)c1)c1nc(-c2ccncc2)cs1 (configuration not stated)
nt	-3	nt	1	3	-4	-2	-2	0	-7	CC(C)(C)C(=O)N1CCC[C@]2(CC[C@H](CCC#N)O2)C1
nt	-2	nt	-10	-3	-1	-7	-7	1	-5	O=C(Cc1ccc(Cl)c(Cl)c1)Nc1ccc(S(=O)(=O)Nc2ccon2)cc1
5	1	-16	-1	-2	-1	10	2	1	-13	CCOC(=O)C1=NNC(C(=O)OCC)C1c1ccccc1 (configuration not stated)
9	-3	-4	4	-13	3	-34	-9	-21	-28	CCc1cc(/C(Cc2ccccn2)=N\Nc2ccccc2)c(O)cc1O
0	6	-3	-14	3	4	-8	-4	-9	-11	O=C(CSc1cnc2ccccc2n1)c1ccc(F)cc1
-1	-3	13	-1	2	3	0	-3	1	-128	COc1cccc(-c2cc(C(=O)Nc3cc(C)nn3-c3ccccc3)no2)c1
-2	7	10	1	10	-1	2	-6	1	5	COc1ccc(CNC(=O)C2CC(=O)N(c3ccc(OCC(=O)N4CCCCC4)cc3)C2)cc1 (configuration not stated)
-10	-1	-6	-3	-3	3	-9	0	1	-10	COc1ccc(C(CNC(=O)CCNS(=O)(=O)c2ccc(Br)cc2)N2CCOCC2)cc1 (configuration not stated)
5	-9	9	4	-13	0	-4	1	6	3	O=C(CCCCCn1c(=S)[nH]c2ccsc2c1=O)NC1CCCCC1
6	-7	5	-3	-11	3	2	-2	-1	3	CC(C)(C)OC(=O)N1CCN(C(=O)c2nc[nH]c2C(=O)N2CCN(c3ccccc3)CC2)CC1
1	8	-4	1	-11	-1	-7	-6	2	-4	O=C(NCC(=O)N1CCN(c2ccccc2O)CC1)c1ccc2c(c1)OCO2
17	-7	-7	-1	-5	-5	4	4	0	-6	C#CCOCCOCCOCCNc1nc(N2CCN(C(=O)[C@H](CCC(=O)O)n3cc([C@@H](N)[C@H](C)CC)nn3)CC2)nc(N2CCN(C(=O)[C@H](CCCCN)n3cc([C@@H](N)CC(N)=O)nn3)CC2)n1
-7	-3	7	1	4	-12	-7	-3	-2	-2	O=C(c1ccc(Cl)cc1)C1CCN(C(=O)c2ccc(F)cc2)CC1
-2	7	7	9	-4	4	-8	-2	2	3	CC(=O)Nc1c2c(nn1-c1ccccc1)CS(=O)C2 (configuration not stated)
11	1	3	5	-5	-7	1	5	3	-2	CCc1ccccc1NC(=S)NC1CC2CCCC(C1)N2Cc1cccs1 (configuration not stated)
3	7	6	0	3	2	-4	-1	3	-1	Cc1[nH]c2ccccc2c1CCNC(=O)c1c(N)no[n+]1[O-]
13	-3	1	0	-2	12	3	0	2	-2	CCC(C)/C(C)=N/NC(=O)CNS(=O)(=O)c1ccc([N+](=O)[O-])cc1 (configuration not stated)
2	-2	6	6	9	-5	3	-1	0	4	CCOc1ccc(C(C)(O)CN2CCOCC2)cc1 (configuration not stated)
-1	1	20	2	3	-3	-4	3	3	18	Cc1ccc(-c2csc(NCCc3nc4cc(Cl)c(Cl)cc4n3CCOCCO)n2)cc1
20	-3	7	4	1	2	-311	-74	-213	-181	CCC(C)NC(=O)CN1c2cccc3cccc(c23)S1(=O)=O (configuration not stated)
4	-5	-4	1	-13	-3	-3	0	4	2	CN(C)Cc1ccccc1CCc1ccccc1
-7	4	10	10	-3	-2	-31	-11	-7	-23	CCOC(=O)c1cn2ccc(C)cc2n1
5	6	1	0	-4	-3	-10	-3	8	-15	COc1cccc(NS(=O)(=O)c2cc3[nH]c(=O)c(=O)[nH]c3cc2C)c1
6	-2	0	-6	12	-2	-11	-2	-2	-6	Cc1cc(-c2ccccc2)oc(=O)c1NC(=O)c1ccccc1
-3	-1	-2	0	-15	-1	-6	-2	-4	3	O=C(NCCCN1CCOCC1)C(c1ccccc1)c1ccccc1
-7	3	-4	2	11	6	4	1	0	2	O=C(/C=C/c1ccc(F)cc1)NCc1cccs1
nt	-4	nt	9	-1	1	-6	1	-5	-9	CCCCCCc1c[nH]c2ccc(O)c(-c3ccccc3)c12
-6	0	-4	3	-8	6	-173	-167	-126	i	COc1ccc2[nH]c(=O)c(C(c3nnnn3C3CCCCC3)N3CCN(C)CC3)cc2c1 (configuration not stated)
20	1	-1	-5	8	3	-7	-6	1	-9	COc1ccccc1CCC(=O)Nc1nccs1
-4	4	-5	1	0	-1	-1	2	-2	-5	C[C@@H]1CCCCO[C@H](CN(C)S(=O)(=O)c2ccccc2)[C@@H](C)CN([C@H](C)CO)C(=O)c2cc(NC(=O)Cc3ccccc3)ccc2O1
-9	2	4	0	-2	-7	-2	-3	-2	-9	O=C(COc1ccc(/C=N/NS(=O)(=O)c2ccccc2)cc1)Nc1ccccc1
21	-3	6	6	-7	-6	3	-3	4	-6	O=C(c1cccc(Cl)c1)N1CCN(C(=O)c2ccccc2F)CC1
17	7	5	-9	-1	3	0	2	-1	9	CN=C(Nc1cc(Cl)ccc1Cl)SC1CC(=O)N(c2ccc(C(=O)OC)cc2)C1=O (configuration not stated)
9	2	10	-15	4	2	-24	0	-15	0	Cc1ccc(C(=O)Nc2cccc(C(=O)N/N=C/c3ccc(O)cc3)c2)cc1
9	-11	-1	-4	-4	-4	2	-2	3	2	CCCN1CCN(CCCNC(=O)C2CCCN(c3nc4ccc(OCC)cc4s3)C2)CC1 (configuration not stated)
-1	-3	6	-2	6	5	-2	0	1	1	NC(=S)c1ccc(OCCCc2ccccc2)cc1
-1	1	-1	-6	-2	5	2	2	-1	5	COC(=O)c1ccc(CS(=O)(=O)c2ccc(C)cc2)cc1
-8	-3	-7	0	-6	2	-11	-1	0	-6	O=C(CNC(=O)c1sc2ccccc2c1Cl)NCc1cccc(C(F)(F)F)c1
-1	4	-4	-2	7	0	-49	-14	-37	-52	N#Cc1ccc(-c2nc3c4ccccc4ccn3c2Cc2ccsc2)cc1
4	0	9	-3	12	-7	-6	-4	1	-4	CSCC[C@H](N)C(=O)N1CCC(C(=O)N[C@H](C)C(=O)Nc2ccc(C(C)C)cc2)CC1
0	-7	-2	6	19	0	1	-1	4	6	CCC(C)NC(=S)N1CCN(Cc2ccccc2)CC1 (configuration not stated)
-10	4	-7	-1	4	4	0	0	1	0	COc1ccc(OCCSc2ccc(S(=O)(=O)N3CCCC3)cn2)cc1
4	-3	5	-38	3	-11	0	-2	1	-2	O=C(O)c1cc(NC(=O)c2ccc(Br)cc2)cc(NC(=O)c2ccc(Br)cc2)c1
10	-2	-2	-9	-6	2	-4	-6	1	-7	COC(=O)c1ccccc1NC(=O)NC1CCN(Cc2ccccc2)CC1
10	-3	0	-3	2	-4	-259	-26	-237	-85	O=C1[C@@H]2[C@@H](CN3CN(c4ccccc4)N=C(c4ccccc4)[C@@]23c2ccccc2)C(=O)N1c1ccccc1
-6	4	-19	-2	5	-1	8	3	3	4	Cn1c2nc3ccccc3c-2nc2ccccc21
6	5	-7	-1	3	4	-64	-101	-40	-298	O=[N+]([O-])c1ccccc1Nc1c2ccccc2nc2ccccc12
2	4	-1	-11	6	-1	-48	-30	-34	-91	CC(C)c1ccccc1-n1c(SCc2cc(=O)oc3ccc4ccccc4c23)nnc1-c1cccnc1
-14	0	-6	3	6	4	-45	-23	-23	-37	COc1cccc(/C=C/C(=O)NNC(=O)CCN2CCN(Cc3ccccc3)CC2)c1
-1	0	7	8	-5	1	6	0	2	2	CCOC(=O)C1(c2nc(N)cs2)COC(=O)C1 (configuration not stated)
-10	4	-1	-3	0	0	4	3	2	6	COc1cc(OC)c(OC)cc1CN(C)C(c1ccccc1)c1nnnn1-c1ccccc1C (configuration not stated)
3	4	-9	-4	1	-1	1	10*	3	18	Cc1ccc(S(=O)(=O)N2CCN(c3ccc(C(F)(F)F)cc3[N+](=O)[O-])CC2)cc1

Ordered by value in ARFGAP1 inhibitor (smallest number first): three from the list above.
ARFGAP1 inhibitor	DDE Tn7 FP inh	ASAP1 inh	SIAE primary	TDP2 inh	DDE Tn6 FP inh	PLCb3 inh	ADAM17 inh	PLC-gamma1 inh	ADAM10 inh	SMILES
-8	-3	-7	0	-6	2	-11	-1	0	-6	O=C(CNC(=O)c1sc2ccccc2c1Cl)NCc1cccc(C(F)(F)F)c1
-6	0	-4	3	-8	6	-173	-167	-126	i	COc1ccc2[nH]c(=O)c(C(c3nnnn3C3CCCCC3)N3CCN(C)CC3)cc2c1 (configuration not stated)
3	4	-9	-4	1	-1	1	10*	3	18	Cc1ccc(S(=O)(=O)N2CCN(c3ccc(C(F)(F)F)cc3[N+](=O)[O-])CC2)cc1
